Source: PubChem BioAssay (National Center for Advancing Translational Sciences (NCATS))
Sm TGR block: qHTS Assay for the Inhibitors of Schistosoma Mansoni Peroxiredoxins | hit rate 3% among 360,000 | Schistosoma mansoni thioredoxin glutathione reductase (TGR), Q962Y6 | purified TGR, DTNB reduction, TNB absorbance 405 nm | Potency, µM (doses to about 114 µM), for inactives: at the highest dose activity change, negative = inhibition, actives largely listed as inhibitors; also: nearly all actives have a fitted effect of over 60% in size
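First, TGR (20 nM dispensed) and NADPH were mixed with compound. Second, a 15 min room-temperature incubation followed. Third, further NADPH and then DTNB were added to start the reaction. Finally, TNB absorbance was monitored kinetically.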
Tb PYK inh: qHTS of Trypanosoma Brucei Inhibitors; pyruvate kinase (Trypanosoma brucei), Q57TT1; TbPYK enzyme, Kinase-Glo Plus ATP luminescence, 45 min; Potency, µM (doses to about 76.8 µM), inactives show at the top dose activity, negative = inhibition, hits mostly inhibitors; hit rate 0.12% among 410,000; also: nearly all actives have a fitted effect of over 50% in size
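Luminescent Kinase-Glo Plus end-point after 45 min room-temperature reaction of T. brucei pyruvate kinase started with 130 uM ADP (final). Buffer TEA 50 mM pH 7.2 with KCl, MgCl2, BSA, Tween-20; titration-based qHTS with fitted concentration-effect curves.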
An asterisk follows results filed as active; ? = inconclusive; [ ] = another dose, or the depositor's remark. Calls follow the shape of the dose curve; as a rule, active = well fitted curve in the direction sought with a large enough effect; inconclusive = small, poorly fitted or top-dose-only effect, or another doubt; inactive = no such curve, though single readings can be large; an effect the other way counts as inactive or inconclusive. % is scaled to controls: 0 for no effect and ±100 for the full control effect; potency is read from the fitted curve at half-maximal effect. This is a subset, so the mix of outcomes need not match the whole.

SMILES	Sm TGR block	Tb PYK inh
COc1cc(C(=O)N2CCN(C(=O)COc3cccc(C)c3)CC2)cc(OC)c1OC	5%	3%
COc1ccc(C(=O)NCc2ccc3c(c2)CCN3C(C)=O)cc1OC	-8%	-1%
O=C(Nc1ccc2nc(SCC(=O)N3CCCC3)sc2c1)c1ccccc1F	3%	1%
COc1cccc(CCNC(=O)c2cnc3sc(N4CCOCC4)nn3c2=O)c1	8%	3%
CCc1ccc(-n2nnc(-c3nc(-c4ccc(C)cc4)no3)c2N)cc1	2%	0%
COc1ccc2c(CNCCc3ccc(SC)cc3)c(C(=O)O)n(Cc3ccc(F)cc3)c2c1	1%	-15%
CCc1cccc(NC(=O)Cn2nc3c4cc(F)ccc4n(Cc4cccc(C)c4)cc-3c2=O)c1	5%	-7%
COCCCNc1ncnc2c1cnn2-c1ccc(F)cc1	2%	6%
COc1ccc(-c2cc(-c3ccccc3)nc3c2COc2ccccc2-3)cc1	10%	3%
CCOC(=O)c1c(C)oc2nc(C)nc(NCC3CCN(Cc4cc(C)ccc4C)CC3)c12	-10%	3%
O=c1n(Cc2ccc(Cl)cc2)c2ccccc2c2nc(-c3ccccc3)nn12	-7%	5%
O=C(O)c1cc(NC2(c3ccccc3)C(=O)c3ccccc3C2=O)ccc1Cl	0%	-11%
COc1ccc(-c2oc3ncn4nc(-c5ccccc5Br)nc4c3c2-c2ccc(OC)cc2)cc1	-8%	-5%
COc1cccc(C(=O)c2sc3nc(-c4ccccc4)cc(C(F)(F)F)c3c2N)c1	-4%	3%
COc1cccc(C(=O)c2sc(Nc3ccc(C)cc3C)c(S(=O)(=O)c3ccccc3)c2N)c1	5%	-1%
CCN1C(C(=O)c2ccccc2)=C(OC(=O)C(C)C)c2ccccc2S1(=O)=O	-29%	-22%
CCOC(=O)c1ccc(NC(=O)c2c(NCc3cc(OC)ccc3OC)sc3c2CCC3)cc1	-7%	-17%
CC(=O)N1c2ccc(S(=O)(=O)NCC3CCC(C(=O)Nc4ccc(C)c(C)c4)CC3)cc2CC1C (stereo unspecified)	-1%	-2%
COc1ccccc1CNC(=O)Cn1nc(C)n2cccc2c1=O	6%	-5%
CCOC(=O)c1ccc(NC(=O)CSc2nc(-c3ccc(OC)cc3)cc(C(F)(F)F)c2C#N)cc1	2%	0%
CCN(CC)C(=O)CSc1nc2ccsc2c(=O)n1Cc1ccccc1Cl	2%	-2%
Cc1cc(C)cc(NC(=O)Cc2noc3ccccc23)c1	-11%	0%
CCCN(CCC)C(=O)Cn1c(=O)n(-c2ccccc2)c(=O)c2c3c(sc21)CCCC3	-4%	-1%
CC(C)CN(CCNC(=O)c1cc(=O)[nH]c2ccc(S(=O)(=O)N3CCCCCC3)cc12)CC(C)C	12%	3%
CCOC(=O)c1ccc(-c2ccc(/C=C(\C#N)C(=O)Nc3ccc(C)cc3)o2)cc1	7%	0%

Going on with the list.
SMILES	Sm TGR block	Tb PYK inh
O=C(NCCc1ccc(Cl)cc1)c1ccc2c(c1)nc1n2CCOC1	-10%	-11%
O=C(CSc1nnc(-c2ccc(F)cc2)o1)N1CCCc2ccccc21	0%	-7%
COC(=O)c1ccc(NC(=O)c2nc(-c3ccc(Cl)cc3)n3c2CCCCC3)cc1	7%	-5%
CC1CCc2c(sc(NC(=O)Cc3ccccc3)c2C(=O)Nc2ccc(Cl)cc2)C1 (stereo unspecified)	-12%	1%
CC(C)c1ccc(NC(=O)CSC2=Nc3ccccc3C3=NC(CC(=O)NCCc4ccccc4)C(=O)N23)cc1 (stereo unspecified)	0%	-3%
Cc1ccc(OCCCn2c(C3CC(=O)N(c4cccc(Cl)c4)C3)nc3ccccc32)c(C)c1 (stereo unspecified)	3%	-1%
Cc1ccc(C(=O)NCCn2c(C)cc3ccccc32)cc1C	6%	3%
CCN(c1ccccc1)c1ncnc2c1cnn2-c1ccc(OC)cc1	7%	-7%
Cc1cc(=O)n2nc(N3CCC(C(=O)Nc4ccc(C)c(Cl)c4)CC3)sc2n1	0%	2%
COc1ccc(N2CCN(C(=O)c3cnc(SC)nc3C)CC2)cc1	0%	-3%
Fc1ccc(Nc2nc3ccccc3n3cnnc23)c(F)c1	-1%	0%
O=C(Nc1nc2c(F)cccc2s1)c1ccc(S(=O)(=O)N2CCCc3ccccc32)cc1	-2%	-4%
CCOC(=O)c1[nH]c2c(c1Cc1ccccc1)C(=O)CC(c1ccccc1)C2 (stereo unspecified)	8%	-7%
O=C(CCSCc1ccccc1F)N1CCN(c2ccc(Cl)cc2)CC1	2%	-4%
Cc1cc(C)c(S(=O)(=O)Nc2cc(Cl)c3oc4c(c3c2)C(=O)CCC4)cc1C	0%	1%
COc1cccc(CN(C(=O)c2ccc(C(C)(C)C)cc2)C2CCS(=O)(=O)C2)c1 (stereo unspecified)	1%	1%
CC(=O)N1c2ccccc2C(=O)C1N1CCN(c2ccccc2F)CC1 (stereo unspecified)	-19%	1%[15.4 µM]
CCc1ccc(CNC(=O)c2cc(-c3ccc(Cl)s3)nc3ccccc23)cc1	-5%	-1%
CCn1nc(C)c2c(-c3ccccc3)cc(=O)n(C(C)C(=O)NCCC(C)C)c21 (stereo unspecified)	-10%	-4%
CCOc1ccc(CNC(=O)C2CCN(S(=O)(=O)c3c(C)noc3/C=C/c3ccc(C)cc3)CC2)cc1OC	0%	0%
O=C(CSc1nc2c([nH]c3ccccc32)c(=O)n1-c1ccccc1F)Nc1cccc(C(F)(F)F)c1	-5%	-6%
O=C(CSc1oc(-c2ccccc2)nc1S(=O)(=O)c1ccc(Cl)cc1)Nc1ccc(F)cc1	-7%	-12%
CCOc1ccc(CCNC(=O)c2cnc3sc(N(CC)CC)nn3c2=O)cc1OCC	-8%	2%
COc1ccc(C2C=C(c3ccc(Cl)c(Cl)c3)Nc3ncnn32)cc1 (stereo unspecified)	19%	3%
CCc1ccccc1NC(=O)N1CCOc2ccccc21	-8%	2%

Quoted from above for reference:
SMILES	Sm TGR block	Tb PYK inh
COc1ccc(C2C=C(c3ccc(Cl)c(Cl)c3)Nc3ncnn32)cc1 (stereo unspecified)	19%	3%
CCc1ccccc1NC(=O)N1CCOc2ccccc21	-8%	2%

Looked up by compound from the list above (five):
SMILES	Sm TGR block	Tb PYK inh
CCc1ccc(CNC(=O)c2cc(-c3ccc(Cl)s3)nc3ccccc23)cc1	-5%	-1%
CCn1nc(C)c2c(-c3ccccc3)cc(=O)n(C(C)C(=O)NCCC(C)C)c21 (stereo unspecified)	-10%	-4%
Cc1ccc(OCCCn2c(C3CC(=O)N(c4cccc(Cl)c4)C3)nc3ccccc32)c(C)c1 (stereo unspecified)	3%	-1%
CCOc1ccc(CNC(=O)C2CCN(S(=O)(=O)c3c(C)noc3/C=C/c3ccc(C)cc3)CC2)cc1OC	0%	0%
COc1ccc(C2C=C(c3ccc(Cl)c(Cl)c3)Nc3ncnn32)cc1 (stereo unspecified)	19%	3%

Next part.
SMILES	Sm TGR block	Tb PYK inh
CCN(Cc1ccccc1)C(=O)Cn1cc(S(=O)(=O)Cc2cccc(Cl)c2)c2ccccc21	4%	6%[15.4 µM]
CCC(C(=O)NC1CCCCC1)n1nc(C)c2sc3ccccc3c2c1=O (stereo unspecified)	8%	4%
CCOC(=O)c1ccc(NC(=O)C2CCN(S(=O)(=O)c3ccc(C)cc3)CC2)cc1	0%	-4%
CC1=C(C(=O)OCC2CCCCC2)C(c2ccc(Cl)cc2Cl)CC(=O)N1 (stereo unspecified)	7%	-6%
Cc1cccc(C(=O)Nc2ccccc2SCc2cc(=O)c3cccc(C)c3[nH]2)c1	-1%	-3%
CCOC(=O)c1c(S(=O)(=O)N2CCC(C(=O)Nc3ccccc3OC)CC2)c(C)n(CC)c1C	-1%	-8%
COc1ccc(NC(=O)[C@@H](c2ccccc2)N2Cc3ccccc3C2=O)cc1OC	7%	5%
COc1cc2[nH]c(=O)n(Cc3ccc(C(=O)N4CCN(c5ccc(Cl)cc5)CC4)cc3)c(=O)c2cc1OC	-2%	-2%
O=C(O)CC(NS(=O)(=O)c1ccc(Br)s1)c1ccccc1 (stereo unspecified)	0%	-1%
CCc1nc2ccc(C(=O)NCCc3ccc(OC)cc3OC)cc2nc1CC	1%	5%
CCN(CC)C(=O)C1=CC(c2ccc3c(c2)OCO3)=NS(=O)(=O)N1C	-5%	3%
COc1ccc2c(C)c(CC(=O)NCCc3ccccc3)c(=O)oc2c1OC	8%	-2%
COc1ccc(-c2nc3ccccc3n2Cc2ccc(Cl)cc2)cc1	7%	3%
Cc1nn(C)c2c1c(C(F)(F)F)cc(=O)n2C(C)C(=O)N1CCN(c2ccccc2)CC1 (stereo unspecified)	2%	0%
COc1ccc(NC(=O)c2ccc3c(c2)c(C)c(C)n3Cc2ccc(F)cc2)cc1	6%	0%[15.4 µM]
CCCC(=O)OCc1cnc(C)c2oc(=O)c(C(=O)Nc3ccccc3)cc12	0%	-1%
CCC(C)NC(=O)Cn1c(=O)n(CCCCCC(=O)NCc2ccccc2Cl)c(=O)c2sccc21 (stereo unspecified)	-11%	1%
CCc1ccccc1NC(=O)C1CCCN(c2ncnc3onc(C)c23)C1 (stereo unspecified)	1%	-13%
Cc1ccsc1CCN1C(=O)N(c2ccc(F)cc2)C(=O)C1CC(=O)Nc1ccccc1 (stereo unspecified)	8%	0%
COc1ccccc1N1CCN(CC(O)COc2ccc(Cl)c(C)c2)CC1 (stereo unspecified)	6%	-1%
Cc1ccc(C)c(CSc2nnc3[nH]c(=O)cc(-c4ccccc4)n23)c1	-2%	-7%
Cc1ccc(-n2nnnc2CNC(=O)C(C)C)cc1C	4%	-11%
Cc1cccc(OCCSc2nc3ccc(NC(=O)COc4ccccc4)cc3s2)c1	-1%	-10%
Cc1ccc2nc(N3CCC(C(=O)N4CCN(c5cccc(C)c5C)CC4)CC3)[nH]c2c1	0%	-5%[15.4 µM]
CCOC(=O)C1CCN(C(c2ccc(C)cc2)c2sc3nc(-c4ccco4)nn3c2O)CC1 (stereo unspecified)	-6%	2%

(listing goes on)
SMILES	Sm TGR block	Tb PYK inh
Cc1cccc(NC(=O)CSc2nc3c(c(=O)[nH]2)CN(Cc2ccc4c(c2)OCO4)CC3)c1C	-4%	0%
Cc1cc(C)cc(NC(=O)c2nnn(Cc3cccc(Br)c3)c2N)c1	2%	-7%
CCCCCCSc1nc(N)c2c3c(sc2n1)CCCC3C (stereo unspecified)	5%	4%
COc1ccc(N(C(=O)c2cc(OC)c(OC)c(OC)c2)S(=O)(=O)c2ccc(C)cc2)cc1	5%	2%
COc1ccc2c(c1)c(=O)c(S(=O)(=O)c1ccc(C)cc1)cn2Cc1ccccc1C	-6%	-13%
COc1cccc(-n2cc(C(=O)NCCc3ccc(C)cc3)c3ccccc3c2=O)c1	9%	?
Cc1cccc(NC(=O)CCCCCn2c(=O)[nH]c3ccsc3c2=O)c1	-3%	0%
Cc1ccc(CN(Cc2cccn2-c2nnc(N3CCCC3=O)s2)C(=O)Nc2ccccc2Cl)cc1	-5%	-3%
CCn1c(C(=O)N2CCC(C(=O)N3CCN(c4cccc(C)c4C)CC3)CC2)cc2sccc21	1%	-1%
CC(=O)Nc1c(C(=O)Nc2ccccc2F)oc2ccccc12	4%	-1%
Cc1cccc(-c2nn3c(=O)cc(CN4CCN(S(=O)(=O)c5ccc(Cl)cc5)CC4)nc3s2)c1	4%	-2%
CCc1ccc(NC(=O)c2sc3nc4c(cc3c2N)CN(CC)CC4)cc1	?	-19%
COc1ccc(OC)c(S(=O)(=O)N2CCC(c3ccncc3)CC2)c1	-9%	-1%
CC(C)(C)OC(=O)N1CCC(c2c(C(=O)NC3CCCCC3)cnn2-c2ccc(F)cc2F)CC1	1%	0%[15.4 µM]
CC(=O)c1cccc(Nc2nn(-c3ccc(OC(F)(F)F)cc3)nc2C(C)=O)c1	12%	4%
COc1ccc(OC)c(NC(=O)Cn2cc(C(=O)c3ccc(Cl)cc3)c(=O)c3cc(OC)ccc32)c1	-14%	-4%
Cc1ccc(N(C)S(=O)(=O)c2c(-c3ccccc3)csc2C(=O)O)cc1	14%	-2%
COc1ccccc1NC(=O)CSc1ncc2c(n1)-c1cc(Cl)ccc1N(C)S2(=O)=O	5%	-1%
COc1ccc(C(=O)CN2C(=O)N(c3cc(C)ccc3C)S(=O)(=O)c3ccccc32)cc1	10%	-2%
O=C(c1ccc2c(c1)N(Cc1ccccc1)C(=O)c1ccccc1S2(=O)=O)N1CCN(c2ccccn2)CC1	4%	3%
CCCC(=O)NCC(c1ccc2c(c1)OCO2)N1CCN(c2ccccc2)CC1 (stereo unspecified)	3%	-1%
O=C1COc2ccc(-c3cc(-c4ccc(Cl)cc4)c4c(n3)-c3ccccc3OC4)cc2N1	-4%	6%
COc1cc(C2NC(=O)N(C)C3=C2C(=O)N(c2cccc(Cl)c2)C3)ccc1O (stereo unspecified)	-5%	3%

Compound profiles, as listed above. Screens in order: Sm TGR block	Tb PYK inh
O=C(c1ccc2c(c1)N(Cc1ccccc1)C(=O)c1ccccc1S2(=O)=O)N1CCN(c2ccccn2)CC1 is listed as 4%	3%
CCCCCCSc1nc(N)c2c3c(sc2n1)CCCC3C (stereo unspecified) is listed as 5%	4%
CCc1ccc(NC(=O)c2sc3nc4c(cc3c2N)CN(CC)CC4)cc1 is listed as ?	-19%
COc1ccc(OC)c(S(=O)(=O)N2CCC(c3ccncc3)CC2)c1 is listed as -9%	-1%
